# Screens as filed in PubChem.
# NCF1 inh: p47phox/p22phox peptide binding inhibitors, primary screen, biochemical, uHTS, NADPH oxidase regulatory subunit. 220,000 compounds, 0.53% hits. AID 1274, 2008. inhibition, % at 24.7 µM. fluorescence polarization, 2 h;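 active = inhibition above about 30%, limit read from the data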;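 also: 0% = p47phox with labelled peptide and 100% = labelled peptide alone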
# Target sequence (P14598 whole entry, looked up): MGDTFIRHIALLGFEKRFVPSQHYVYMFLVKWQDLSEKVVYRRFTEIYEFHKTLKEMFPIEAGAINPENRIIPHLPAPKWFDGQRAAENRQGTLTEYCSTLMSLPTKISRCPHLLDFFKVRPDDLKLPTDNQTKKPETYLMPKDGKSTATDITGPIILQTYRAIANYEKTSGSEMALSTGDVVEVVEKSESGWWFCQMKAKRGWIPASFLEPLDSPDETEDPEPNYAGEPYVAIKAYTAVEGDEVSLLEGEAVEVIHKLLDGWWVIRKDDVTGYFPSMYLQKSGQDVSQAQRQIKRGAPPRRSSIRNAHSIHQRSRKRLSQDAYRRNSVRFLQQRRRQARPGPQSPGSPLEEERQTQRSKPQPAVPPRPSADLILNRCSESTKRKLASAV
# CHOP inhibitor: inhibitors of CHOP promoter induction, primary screen, cell-based, unfolded protein response, luciferase reporter; CHO-K1 CHOP-promoter luciferase, tunicamycin-induced, 15-18 h; inhibition, % at 10 µM; 220,000 compounds, 3.8% hits; AID 2732, 2010;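 active = compounds that reduced the stress-induced luciferase reporter signal by more than about 70% of percent inhibition, limit read from the data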;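 also: 0% = tunicamycin plus vehicle and 100% = wells without tunicamycin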
# NPY-Y1 PAM-ag: NPY-Y1 receptor potentiators or agonists, primary screen, cell-based. Neuropeptide Y receptor type 1 (Homo sapiens), P25929. NPY-Y1 expressing cells, potentiator/agonist activation. activation, % at 3.6 µM. 220,000 compounds, 0.37% hits; in the data active = activation above about 33%, passing the limit was not always enough;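 also: cells stimulated with NPY at EC10 then isoproterenol at EC100; 0% = low agonist plus stimulus and 100% = saturating agonist plus stimulus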
# S1P4 antag: S1P4 receptor antagonists, primary screen, cell-based; Sphingosine 1-phosphate receptor 4 (Homo sapiens), O95977; inhibition, % at 4.98 µM; S1P4-expressing cells, antagonist mode, reporter read-out; 220,000 compounds, 0.26% hits; in the data active = inhibition above about 29%;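 also: 0% = wells stimulated with agonist and 100% = vehicle wells without agonist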
# Ba/F3 V617F tox: reduced viability of JAK2V617F-dependent Ba/F3 cells, primary screen, JAK2V617F inhibitor project, cell-based, Ba/F3 EpoR-JAK2V617F, luminescence | 220,000 compounds, 1.1% hits | ATP luminescence | inhibition, % at 5.6 µM | AID 1446, 2008;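 active = inhibition above the campaign mean plus 3 SD over all tested compounds, cut at about 24% in these data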;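 also: cytokine-independent growth of Ba/F3 cells driven by EpoR plus mutant JAK2; 0% = DMSO-treated cells and 100% = JAK inhibitor I control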
# BaF3 tox: parental Ba/F3 cell viability inhibition, counter-screen for JAK2V617F inhibitor project, murine pro-B, CellTiter-Glo luminescence; CellTiter-Glo ATP luminescence; inhibition, % at 5.6 µM; 220,000 compounds, 1.1% hits; AID 1486, 2009;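 active = inhibition above a per-campaign cutoff, the mean inhibition of all tested compounds plus 3 SD, cut at about 27% in these data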;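 also: 0% = DMSO wells and 100% = JAK Inhibitor I control wells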
# S1P4 ag: S1P4 receptor agonists, primary screen, cell-based; S1P4-expressing cell line, agonist reporter assay; 220,000 compounds, 0.35% hits; Sphingosine 1-phosphate receptor 4 (Homo sapiens), O95977; AID 1509, 2009; activation, % at 4.98 µM; in the data active = activation above about 11%;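 also: 0% = DMSO vehicle and 100% = reference agonist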
# NPY-Y1 antag: NPY-Y1 receptor antagonists, primary screen, cell-based; Neuropeptide Y receptor type 1 (Homo sapiens), P25929; HEK293-CNG Y1 cells, membrane potential fluorescence; NPY at EC95, then isoproterenol; inhibition, % at 3.6 µM; 200,000 compounds, 1% hits; AID 1040, 2008;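 active = inhibition above the campaign mean inhibition of all tested compounds plus 3 SD, cut at about 20% in these data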;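 also: 0% = DMSO wells given NPY plus isoproterenol and 100% = isoproterenol alone without NPY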
#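 Test system – HEK293 Y1/CNG channel cell line · Also added – NPY agonist 25 nM, then isoproterenol 1 µM plus Ro 20-1724 25 µM · Compound dosing – one concentration, 3.6 µM, in 0.4% DMSO · Schedule – compound incubation 1 h at room temperature, readout 45 min post-stimulation · Technique – fluorescence, membrane potential probe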
# NPY-Y2 PAM-ag: NPY-Y2 potentiators or agonists, primary screen, cell-based. Neuropeptide Y receptor type 2 (Homo sapiens), P49146. cells expressing NPY-Y2, potentiator/agonist read-out. activation, % at 3.6 µM. 220,000 compounds, 0.45% hits. AID 1359, 2008; in the data active = activation above about 27%;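 also: cells stimulated with NPY near EC25 plus isoproterenol at EC100; 0% = vehicle plus submaximal agonist and 100% = vehicle plus saturating agonist; some results beyond the cut were filed as inactive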
# Target sequence (P49146 whole entry, looked up): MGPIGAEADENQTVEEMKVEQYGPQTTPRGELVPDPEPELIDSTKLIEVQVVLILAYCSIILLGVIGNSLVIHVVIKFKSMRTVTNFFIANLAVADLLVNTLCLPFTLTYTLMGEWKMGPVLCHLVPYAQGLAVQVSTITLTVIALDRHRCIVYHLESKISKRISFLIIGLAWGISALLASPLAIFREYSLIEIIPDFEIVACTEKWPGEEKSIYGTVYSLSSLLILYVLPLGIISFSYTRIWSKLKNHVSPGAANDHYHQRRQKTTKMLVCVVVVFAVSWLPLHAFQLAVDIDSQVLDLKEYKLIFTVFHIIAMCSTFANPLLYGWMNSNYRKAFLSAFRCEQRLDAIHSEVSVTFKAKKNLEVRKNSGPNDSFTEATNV
# The depositor's hits bear a star; / = no result given.
SMILES,NCF1 inh,CHOP inhibitor,NPY-Y1 PAM-ag,S1P4 antag,Ba/F3 V617F tox,BaF3 tox,S1P4 ag,NPY-Y1 antag,NPY-Y2 PAM-ag
COC(=O)c1ccccc1NC=C1C(=O)OC2(CCCCC2)OC1=O,-6,19,3,-14,-4,1,0.5,-3,0
O=C1C=C(NCc2ccco2)CC(c2ccc(Cl)cc2)C1 (stereo not given),5,17,-4,-14,4,2,1.1,6,2
CCOC(=O)N1CCN(S(=O)(=O)c2ccc(C(=O)Nc3nnc(CSC)o3)cc2)CC1,-16,5,11,-19,2,3,1.8,0,0
COc1ccc(C(C)(C)C)cc1NC(=O)c1ccoc1C,0,49,-39,-30,-5,3,0.7,1,9
O=C(CN1CCC(O)CC1)N1c2ccccc2C=Cc2ccccc21,-14,54,5,-9,-2,3,-1.1,-2,10
Cc1ccccc1/C=C/C(=O)NCC(=O)N1CCC(N(C)C2CCCCC2C)CC1 (stereo not given),11,41,-16,-15,-3,1,1.8,-2,-13
COC(=O)C1=C(C)N(CCc2ccc(OC)c(OC)c2)C(=O)/C1=C\c1ccc(O)cc1,-4,6,-19,-4,-3,0,0.6,1,16
CCC(C)NS(=O)(=O)c1ccc(S(=O)(=O)Nc2cc3c(cc2C(C)=O)OCO3)cc1 (stereo not given),4,32,19,2,2,5,1.2,-10,6
COc1ccc(C)cc1NC(=O)Nc1cccc(C)c1,0,27,16,-3,-2,-1,-0.7,-2,-20
Nc1nonc1C(=O)NCCNc1ccc([N+](=O)[O-])cc1,-9,3,-5,16,-2,0,-0.9,/,-13
COC(=O)c1cc2c(cc1Cl)SC(=NCCCN1CCOCC1)NS2(=O)=O,-3,2,-16,3,-5,1,-0.1,-3,-2
OC1CCCN(Cc2cccc3ccccc23)C1 (stereo not given),-35,27,5,-9,-2,8,4.0,0,6
CN(Cc1ccccc1)c1ccc([N+](=O)[O-])cc1C(=O)O,12,12,-23,-15,3,0,0.5,-1,0
Cc1ccc(NC(=O)NC(=O)N(C(C)C)S(C)(=O)=O)nc1,3,10,6,-27,-3,4,0.6,0,2
Nc1[nH]nc2nc(-c3ccccc3)[nH]c(=O)c12,-11,8,5,5,-3,3,0.2,/,4
COCCCNC(=S)NC(=O)c1ccc([N+](=O)[O-])cc1,-7,-4,-11,-5,-4,6,-0.7,-1,0
Cc1c2c([n+]3n1CCC3)CC(C)(C)CC2=O,-5,12,-5,-14,-3,-1,0.9,-2,2
CC1(C)CC(=O)C2=C(C1)N(c1ccccc1)C(N)=C(C#N)C2c1cccnc1 (stereo not given),-11,6,-6,-3,0,3,-1.2,-3,6
COCCNC(=O)c1c(N)n(CCCn2ccnc2)c2nc3ccccc3nc12,0,-20,-4,-5,-1,5,3.8,0,-2
C=CCn1c(SCC(=O)NCc2ccccc2)nnc1C1CCCCC1,-5,-2,-9,3,1,5,-0.3,4,-6
COc1cccc(NC(=S)N2CCN(C(c3ccccc3)c3ccccc3)CC2)c1,-6,29,-1,-35,-2,0,-1.1,2,2
O=c1c(-c2ccc(F)cc2)coc2cc(O)ccc12,-19,20,11,-10,1,2,0.3,-6,6
C=C(C)CC1N(c2cccc(OC)c2)C(=O)C2C(C(=O)O)C3C=CC21O3 (stereo not given),-13,-15,-21,-19,-2,4,0.2,7,14
O=C(COC(=O)c1ccccc1NC(=O)c1ccco1)NCC1CCCCC1,-17,-2,-18,4,-1,3,-0.8,9,4
COc1ccccc1C(=O)N1CCN(Cc2ccc3c(c2)OCO3)CC1,-13,18,-14,-19,-1,6,-0.3,-5,10
COc1ccc(NC(=O)COc2ccc(C(=O)OCC(=O)N(C(C)C)C(C)C)cc2OC)cc1,-2,-15,13,6,5,4,-1.2,4,-11
CCc1ccc(N=CC23c4ccccc4C(c4ccccc42)C2C(=O)N(c4ccc(OC)cc4)C(=O)C23)cc1 (stereo not given),-15,39,43,7,0,5,-1.8,0,-5
Cc1nn(-c2ccc(C(=O)O)cc2)c2c1C(=O)CC(C)(C)C2,-2,2,10,-21,-2,-3,2.1,/,11
CC1CN(C2=Nc3cccc4cccc2c34)CC(C)O1 (stereo not given),-3,-1,-2,9,-2,-2,-2.5,-1,4
O=C(O)CCNC(=O)/C(=C\C=C\c1ccccc1)NC(=O)c1ccccc1,-7,1,-12,14,2,1,-1.6,/,-12
Cc1onc(-c2ccccc2)c1C(=O)NC(=S)NNC(=O)c1ccc(O)cc1O,-5,57,-7,6,98*,72*,0.3,2,12
CCc1cccc(C)c1NC(=O)CO/N=C(\C)c1cc2ccccc2o1,3,42,4,-36,4,10,-0.2,4,2
C/C(CC(=O)Nc1cccc(Cl)c1Cl)=N\NC(=O)c1ccccc1C,-6,2,7,-15,-3,5,0.7,-1,-2
O=C(N/N=C/c1cccnc1)C(O)c1ccccc1 (stereo not given),2,14,0,-12,2,4,0.9,2,3
CCOc1cc(NC(=S)NCC2CCCO2)c(OCC)cc1NC(=O)CC (stereo not given),6,-1,8,-5,5,3,0.8,-2,-3
CCn1c(=O)c([N+](=O)[O-])c(NCc2ccc3c(c2)OCO3)c2ccccc21,-10,22,-17,1,-4,-2,0.8,/,-8
N#C/C(=C\c1cn[nH]c1-c1ccc(Cl)cc1)C(=O)NCc1ccccc1,-18,28,0,-21,-5,0,-1.0,-9,0
CCCC(=O)Oc1ccc(N(C(=O)CCC)S(=O)(=O)c2cccc([N+](=O)[O-])c2)cc1,-8,23,-16,-15,-5,-4,0.6,9,7
COc1ccc(CN2CC(=O)N(c3ccc(C)c(C)c3)C2=S)cc1OC,-18,20,-20,1,-5,-2,0.7,2,5
O=C(/C=C/c1cccnc1)c1ccc(O)cc1,-9,-58,5,1,0,3,-0.1,/,-11
O=c1[nH]n(Cc2ccccc2)c(=O)c2ccccc12,-2,59,7,-18,3,6,1.2,8,-23
N#CCCN(Cc1cccnc1)C(=S)Nc1ccc(OC(F)F)cc1,1,-5,20,-9,-3,1,-1.8,-1,-4
CCN1CCN(CCNC(=O)Nc2ccc([N+](=O)[O-])cc2)CC1,-11,18,18,-9,-1,2,0.4,1,1
CN(C)/C=N/c1cc(=O)n(Cc2ccccc2)c(=O)n1C,-4,3,-27,-3,-1,10,1.0,5,0
COc1ccc(CNC(=O)c2onc(C)c2Cl)cc1,-5,22,-11,1,1,11,-0.7,8,5
COC(=O)c1cc(C#N)c(Oc2ccccc2)nc1C,/,/,-29,-7,2,6,-1.4,-2,-3
COc1cc(-c2nc3cnccn3c2Nc2ccc3c(c2)OCCO3)ccc1O,-8,-14,-5,-15,-1,2,0.5,6,1
CSc1ncccc1C(=O)OCC(=O)c1cccs1,-10,-9,-1,-4,-2,3,-0.4,9,2
COC(=O)CSc1nc(C)c(C(=O)Nc2ccccc2C)c(-c2ccc(Cl)cc2)c1C#N,-19,-10,-4,-5,-1,2,1.8,-1,9
CC(Sc1ccccc1)C(=O)Nc1ccc(S(=O)(=O)N2CCOCC2)cc1 (stereo not given),-9,1,-11,-8,6,12,0.2,3,-13
CCOc1ccc(CN(C(=O)c2ccco2)C2CCS(=O)(=O)C2)cc1 (stereo not given),-4,-6,4,-16,1,3,0.2,-1,13
CCOC(=O)c1cccc(NC(=O)C2CCN(S(=O)(=O)c3cnc[nH]3)CC2)c1,-12,-20,-2,-3,-6,5,-0.3,1,-3
CC(C)c1ccc(CNc2nc3nc4c(c(=O)n3[nH]2)CCC4)cc1,1,14,-1,-10,1,0,-0.5,5,1
COc1cc(-c2nc(CN3CCCCC3CCNC(C)=O)c(C)o2)ccc1F (stereo not given),-13,-21,-5,-4,-1,1,0.2,/,-17
COc1ccc(CCNC(=O)c2cc3ccccn3n2)c(OC)c1OC,-11,31,-7,-22,-3,-2,0.2,7,-25
Cc1oc(=O)c(NC(=O)c2ccccc2)cc1C(N)=O,-1,-2,0,-11,0,2,0.0,-1,-7
CC(C)C(=O)Nc1nnc(COc2ccc(Cl)cc2)s1,-12,-3,-5,-3,2,-1,1.5,/,-1
COc1cccc(C(C2=C(O)CC(C)(C)CC2=O)C2C(=O)CC(C)(C)CC2=O)c1 (stereo not given),8,6,0,-11,-5,1,1.2,1,11

# Some of the entries so far, bar-delimited:
Compound | NCF1 inh | CHOP inhibitor | NPY-Y1 PAM-ag | S1P4 antag | Ba/F3 V617F tox | BaF3 tox | S1P4 ag | NPY-Y1 antag | NPY-Y2 PAM-ag
COc1cc(-c2nc(CN3CCCCC3CCNC(C)=O)c(C)o2)ccc1F (stereo not given) | -13 | -21 | -5 | -4 | -1 | 1 | 0.2 | / | -17
COc1ccc(CCNC(=O)c2cc3ccccn3n2)c(OC)c1OC | -11 | 31 | -7 | -22 | -3 | -2 | 0.2 | 7 | -25

# 13 entries from above, with bars between the fields:
structure | NCF1 inh | CHOP inhibitor | NPY-Y1 PAM-ag | S1P4 antag | Ba/F3 V617F tox | BaF3 tox | S1P4 ag | NPY-Y1 antag | NPY-Y2 PAM-ag
COC(=O)c1cc(C#N)c(Oc2ccccc2)nc1C | / | / | -29 | -7 | 2 | 6 | -1.4 | -2 | -3
COc1cc(-c2nc3cnccn3c2Nc2ccc3c(c2)OCCO3)ccc1O | -8 | -14 | -5 | -15 | -1 | 2 | 0.5 | 6 | 1
CSc1ncccc1C(=O)OCC(=O)c1cccs1 | -10 | -9 | -1 | -4 | -2 | 3 | -0.4 | 9 | 2
COC(=O)CSc1nc(C)c(C(=O)Nc2ccccc2C)c(-c2ccc(Cl)cc2)c1C#N | -19 | -10 | -4 | -5 | -1 | 2 | 1.8 | -1 | 9
CC(Sc1ccccc1)C(=O)Nc1ccc(S(=O)(=O)N2CCOCC2)cc1 (stereo not given) | -9 | 1 | -11 | -8 | 6 | 12 | 0.2 | 3 | -13
CCOc1ccc(CN(C(=O)c2ccco2)C2CCS(=O)(=O)C2)cc1 (stereo not given) | -4 | -6 | 4 | -16 | 1 | 3 | 0.2 | -1 | 13
CCOC(=O)c1cccc(NC(=O)C2CCN(S(=O)(=O)c3cnc[nH]3)CC2)c1 | -12 | -20 | -2 | -3 | -6 | 5 | -0.3 | 1 | -3
CC(C)c1ccc(CNc2nc3nc4c(c(=O)n3[nH]2)CCC4)cc1 | 1 | 14 | -1 | -10 | 1 | 0 | -0.5 | 5 | 1
COc1cc(-c2nc(CN3CCCCC3CCNC(C)=O)c(C)o2)ccc1F (stereo not given) | -13 | -21 | -5 | -4 | -1 | 1 | 0.2 | / | -17
COc1ccc(CCNC(=O)c2cc3ccccn3n2)c(OC)c1OC | -11 | 31 | -7 | -22 | -3 | -2 | 0.2 | 7 | -25
Cc1oc(=O)c(NC(=O)c2ccccc2)cc1C(N)=O | -1 | -2 | 0 | -11 | 0 | 2 | 0.0 | -1 | -7
CC(C)C(=O)Nc1nnc(COc2ccc(Cl)cc2)s1 | -12 | -3 | -5 | -3 | 2 | -1 | 1.5 | / | -1
COc1cccc(C(C2=C(O)CC(C)(C)CC2=O)C2C(=O)CC(C)(C)CC2=O)c1 (stereo not given) | 8 | 6 | 0 | -11 | -5 | 1 | 1.2 | 1 | 11

# The order is random. About 7.1% of those tested had a hit in this group.
